ABHD5-PLIN5 inh – ABHD5-PLIN5 interaction inhibitors, primary screen, cell lysate, split luciferase complementation, luminescence | Perilipin-5 (Homo sapiens) + 1-acylglycerol-3-phosphate O-acyltransferase ABHD5 (Homo … | Split G. princeps luciferase complementation, 4 h | inhibition, % at 4 µM | 360,000 compounds, 0.78% hits;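 active = inhibition above the mean inhibition across every tested compound plus 3 SD, cut at about 22% in these data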;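 note: 0% = DMSO only wells and the 100% control is not disclosed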
MC4R barr agon – MC4R agonists recruiting beta-arrestin, primary screen, cell-based, luminescence, agonist arm of biased-ligand search; Melanocortin receptor 4 (Homo sapiens), P32245; U2OS MC4R beta-arrestin complementation; percent of melanotan II response, DMSO zero; activation, % at 8.9 µM; 360,000 compounds, 0.98% hits; AID 540308, 2011;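 active = activation above a per-plate cutoff, the mean activation of sample wells on that plate plus 3 SD, cut at about 8% in these data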
aDG glyco up – activators of alpha-DG glycosylation, primary screen, uHTS, Pro5-aDG cells, AlphaScreen | activation, % at 10 µM | alpha-DG glycosylation AlphaScreen (IIH6); 0% Pro5, 100% B10-LARGE cell signal | AID 624168, 2012 | 360,000 compounds, 0.22% hits;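 active = activation of at least 8% versus controls, or a plate z-score of at least 8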;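 note: Pro5 are CHO cells carrying HIG-tagged alpha-DG that lacks glycosylation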
Granule exo inh – LAMP-1 surface exposure blockers, TALL-104 cells – cell-based, flow cytometry, MLPCN library, primary screen; inhibition, % at 10 µM; TALL-104 LAMP-1 surface exposure; cells stimulated with thapsigargin and PMA; 360,000 compounds, 0.66% hits;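 active = inhibition above about 55%, limit read from the data; inconclusive = no clear call, values can overlap the other calls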
ABCB6 inh 2 – ABCB6 transporter inhibitors, primary screen, K562-ABCB6 cells, flow cytometry, MLPCN library | K562-ABCB6 porphyrin accumulation, 1 h; hits give low values | AID 602162, 2011 | fluorescence ratio to DMSO, % at 10 µM | 360,000 compounds, 0.19% hits;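 active = fluorescence ratio to DMSO below 75%, the collection mean minus 3 SD; inconclusive = too few cells collected in the well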;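 note: signal is porphyrin accumulated inside mitochondria; 100% equals median channel fluorescence of DMSO control wells; lower ratio means ABCB6 inhibition with less porphyrin fluorescence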
Target sequence (Q9NP58 whole entry, looked up): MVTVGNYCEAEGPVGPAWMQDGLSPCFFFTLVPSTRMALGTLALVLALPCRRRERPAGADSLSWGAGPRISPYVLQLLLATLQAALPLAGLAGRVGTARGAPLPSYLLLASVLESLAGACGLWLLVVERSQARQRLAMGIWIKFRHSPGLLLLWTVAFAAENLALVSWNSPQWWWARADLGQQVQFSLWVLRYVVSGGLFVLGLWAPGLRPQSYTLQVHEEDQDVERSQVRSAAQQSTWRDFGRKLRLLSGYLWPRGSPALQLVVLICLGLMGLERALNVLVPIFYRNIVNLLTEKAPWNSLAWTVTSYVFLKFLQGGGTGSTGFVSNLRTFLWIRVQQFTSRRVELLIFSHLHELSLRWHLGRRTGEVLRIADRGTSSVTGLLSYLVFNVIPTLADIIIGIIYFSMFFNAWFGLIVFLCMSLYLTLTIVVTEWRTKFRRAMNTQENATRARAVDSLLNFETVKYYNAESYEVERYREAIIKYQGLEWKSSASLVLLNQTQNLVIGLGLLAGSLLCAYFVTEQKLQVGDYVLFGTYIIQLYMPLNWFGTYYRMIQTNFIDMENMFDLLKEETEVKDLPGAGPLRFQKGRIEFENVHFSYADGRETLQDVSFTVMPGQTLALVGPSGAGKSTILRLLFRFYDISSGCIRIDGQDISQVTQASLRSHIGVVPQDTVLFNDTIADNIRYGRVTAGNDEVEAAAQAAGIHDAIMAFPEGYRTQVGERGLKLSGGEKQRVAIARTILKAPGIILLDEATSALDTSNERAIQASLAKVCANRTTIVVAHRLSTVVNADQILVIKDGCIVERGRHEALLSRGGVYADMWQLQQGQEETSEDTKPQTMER
Cardio protect – cardioprotection against H2O2-induced cell death, primary screen, uHTS, H9c2 cells, ATPLite luminescence. H9c2 cardiomyocytes, H2O2 injury protection, 2 h. protection from H2O2 cell death, % at 20 µM. 360,000 compounds, 0.63% hits. AID 588492, 2011;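 active = compounds giving at least 50% protection of heart cells from peroxide-induced death in the single-dose screen, raw or plate-pattern-corrected value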;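 note: 0% = DMSO wells with peroxide and 100% = DMSO wells without peroxide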
m5-HT2A agonist – mouse Htr2a agonists via beta-arrestin recruitment, primary screen, cell-based, luminescence. 5-hydroxytryptamine receptor 2A (Mus musculus), P35363. activation, % at 7.6 µM. CHO-K1 mHTR2A beta-arrestin complementation; percent of 30 µM serotonin response. 360,000 compounds, 0.66% hits;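 active = activation above a run cutoff, the mean activation of all tested compounds plus 3 SD, cut at about 14% in these data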;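 note: 0% = plate median of compound wells and 100% = 30 µM serotonin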
Glyco luc inh – increase of ERlucT glycosylation luciferase signal, primary screen, N-linked glycosylation inhibitor project, D54 ERlucT cells, luminescence, set 2 | 360,000 compounds, 0.23% hits | D54 ERlucT glycosylation luciferase reporter, 24 h; percent of 100 nM tunicamycin response | reporter increase, % at 12.5 µM;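 active = mean luciferase reporter signal, scaled so untreated is 0 and the glycosylation-blocking control 100, at or above a set limit in every replicate; inconclusive = mean reaches the limit but not every replicate does; inactive = mean below the limit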;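 note: luciferase carries N-glycosylation sites so blocking glycosylation raises the light; 0% = median of neutral control wells and 100% = median of 100 nM tunicamycin wells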
hiPSC survival – enhancers of single-cell hiPSC survival, primary screen, ATPlite luminescence; 360,000 compounds, 0.044% hits; 100% = ROCK inhibitor wells, 0% = DMSO; survival enhancement, % at 20 µM; in the data active = survival enhancement above about 18%;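 note: cells exposed to compounds for 16 hours before the ATP read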
MC4R antag cAMP – MC4R antagonists of cAMP signaling, primary screen, cell-based, TR-FRET, antagonist arm of biased-ligand search | MC4R-expressing cells, MTII-stimulated cAMP, LANCE TR-FRET | inhibition, % at 6.5 µM | 360,000 compounds, 0.48% hits | AID 540295, 2011;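 active = inhibition above its plate's cutoff, the mean of tested wells on that plate plus 3 SD, cut at about 29% in these data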;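 note: 0% = Melanotan II alone and 100% = Melanotan II plus saturating MCL0020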
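Material: U2OS-MC4R stable cell line | Reagent: Melanotan II challenge after compound preincubation | Doses: One concentration, 6.5 µM nominal | Incubation: 30-min compound preincubation, 1-h Melanotan II challenge, 1-h detection, room temperature | Signal: TR-FRET cAMP assay | Replicates: One well per compound, no replicates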
* marks the source's active call; other numbers are inactive results; u = inconclusive.

SMILES	ABHD5-PLIN5 inh	MC4R barr agon	aDG glyco up	Granule exo inh	ABCB6 inh 2	Cardio protect	m5-HT2A agonist	Glyco luc inh	hiPSC survival	MC4R antag cAMP
COc1ccc(C(=O)NC(CCSC)C(=O)NCc2nnc3ccccn23)cc1 (stereo not drawn)	-6	-0.2	0.4	-2	107	-2	0	-1	-0.5	13
CC1CCCC(C)N1CCCNC(=O)Cn1cc2c(n1)CCCC2 (stereo not drawn)	-2	-0.6	0.0	0	94	1	3	-6	0.1	-2
CCc1ccc(-c2cc(C(=O)NCc3ccccn3)c3ccccc3n2)cc1	3	0.5	0.1	-2	98	-12	-1	-7	-2.5	4
COc1ccccc1NC(C)=O	5	-2.5	-0.3	0	91	2	-2	0	0.2	11
CC(C)OC(=O)CSc1nnc(CNc2ccc(Cl)cc2)n1Cc1ccccc1	-1	-1.7	0.4	-2	90	-29	-2	-1	1.1	1
COC(=O)N[C@H](c1ccccc1)[C@@]1(C)C[C@@H]1[C@@H](C)C(=O)Nc1ccc2ccccc2c1	4	0.4	0.0	-6	97	0	-5	-6	-1.9	7
Cn1c(/C(C#N)=C2/CCCCCN2)nc2ccccc21	1	-1.1	-0.4	-2	110	8	-6	0	-0.6	2
O=C(NCc1ccc(F)cc1)C1CCCN(S(=O)(=O)c2cccnc2)C1 (stereo not drawn)	2	-2.5	0.9	-2	87	-8	-1	0	0.4	3
Cc1cccc(C(=O)NNC(=O)/C=C/C(=O)O)c1	6	-1.0	0.5	-1	103	5	0	2	5.2	0
CC1CCN(C(=O)CCN2C(=O)/C(=C/c3cccs3)SC2=S)CC1	4	-2.7	0.2	0	95	3	2	13	-0.2	-2
CCCc1cc(C(=O)Nc2ccc(C#N)cc2)no1	-6	-0.6	0.1	18	98	0	-4	2	-0.4	16
CCCc1ccc2oc(C(=O)N3CCC(N4CCCC(O)C4)CC3)c(C)c2c1 (stereo not drawn)	2	4.9	1.4	13	103	4	-1	0	1.0	8
O=C1[C@@H]2[C@H](C(=O)N1CC(O)COCc1ccccc1)C1C=C[C@H]2C1 (stereo partly drawn)	9	0.0	-0.3	0	100	5	3	2	7.0	8
O=C(Nc1cccc([N+](=O)[O-])c1)C1CC(=O)N(Cc2ccccc2)C1 (stereo not drawn)	-8	0.5	0.1	2	97	-1	2	1	-0.1	20
CCc1nc2ccc(C(=O)Nc3cccc(OCC(=O)N(C)C)c3)cn2c1N(C)Cc1ccc(OC)cc1	3	-0.4	-0.2	0	91	19	-1	0	1.1	-2
COc1cccc(NC(=O)Cn2c(CCC(=O)O)ccc2-c2ccc(Cl)cc2)c1	0	-2.0	0.0	1	106	3	3	1	0.5	0
COc1cc(C)ccc1OCCOCCOc1ccc(C)cc1[N+](=O)[O-]	6	-1.4	0.1	8	94	0	-4	2	-1.1	8
COc1nn(C(C)C(=O)N2N=C(C(F)F)CC2(O)C(F)F)cc1[N+](=O)[O-] (stereo not drawn)	4	-1.6	-0.2	-1	89	-4	-1	1	-1.6	-1
Cc1ccc(S(=O)(=O)NC(=O)COc2ccccc2C(N)=O)cc1	1	0.6	-0.2	-1	93	9	4	0	-0.7	-1
N#Cc1nc(COc2ccccc2F)oc1N1CCCCCC1	3	1.5	-0.4	-1	88	-4	5	-4	-3.5	4
O=C(CCCN1C(=O)/C(=C/c2ccccc2)SC1=S)Nc1ccccc1O	7	6.4	-0.2	0	103	-12	-2	-2	-1.0	-3
CC(OC(=O)C1CCCO1)C(=O)NC1CCCC1 (stereo not drawn)	-3	0.4	-0.1	2	99	5	-1	5	-2.4	12
COc1cc2c(cc1NC(=O)C(C)OC(=O)C1CC(=O)N(Cc3ccco3)C1)oc1ccccc12 (stereo not drawn)	3	0.1	0.0	-2	99	4	-7	-1	2.9	14
Cc1cnc(C(=O)OCC(=O)c2ccc(C)s2)cn1	-5	2.0	-0.2	-3	96	4	3	1	-0.3	5
CCCc1ccc(S(=O)(=O)N2CCN(C(C)C(=O)NCc3ccccc3)CC2)cc1 (stereo not drawn)	0	-0.8	-0.1	0	103	-7	4	2	3.0	1
CCOC(=O)c1ccc(NC(=S)NC(=O)c2cncc(Br)c2)cc1	7	-0.2	0.2	1	98	-8	6	2	-0.5	-2
COc1ccc(C)cc1N(CC(=O)Nc1cccc(N(C)S(C)(=O)=O)c1)S(C)(=O)=O	-4	-0.8	-0.1	2	102	10	-5	4	-1.0	-7
O=[N+]([O-])c1cccc(/C=C/c2nc(C=Nc3ccccc3)c(O)o2)c1	1	1.1	-0.3	-1	105	-10	0	-1	1.7	-7
O=c1c2cnn(-c3ccccc3)c2ncn1Cc1cccc(Cl)c1	1	0.1	0.4	-2	99	-10	-1	0	-0.2	7
COc1cc(C(=O)NCC(c2ccco2)N2CCCC2)ccc1OCc1ccc(Cl)cc1Cl (stereo not drawn)	12	4.1	2.1	11	98	-9	-11	-7	3.9	5
Cc1ccc(S(=O)(=O)N2CCN(C(C)CC(=O)O)CC2)cc1 (stereo not drawn)	1	-4.1	0.5	-4	95	1	2	1	2.6	17
O=C(CN(C(=O)CNC(=O)c1cccs1)c1cccc(F)c1)NC1CCCC1	-1	-1.3	0.0	-8	95	-4	7	2	-0.6	5
CCCN(C(=O)CSCc1ccccc1C)c1c(N)n(Cc2ccccc2)c(=O)[nH]c1=O	14	-0.4	0.0	0	102	11	9	-2	-0.4	6
C[C@@H]1CN([C@@H](C)CO)C(=O)c2cc(N(C)C)ccc2O[C@@H](C)CCCCO[C@@H]1CN(C)S(=O)(=O)c1cccs1	-6	0.2	0.2	-1	104	-4	4	2	2.8	9
O=[N+]([O-])c1cccc(CN2CCCCCC2)c1	6	-0.6	-0.2	-4	93	9	0	2	3.8	0
c1ccc(Cc2noc(CN3CCCN(C4Cc5ccccc5C4)CC3)n2)cc1	7	1.1	-0.2	1	94	-2	-9	-2	0.0	13
O=c1c(/C=N/N2CCOCC2)c(C(F)(F)F)[nH]n1-c1ccccc1	-24	-2.7	-0.2	31	103	8	-4	2	4.1	-1
O=C(CS(=O)(=O)c1ccccc1)Nc1ccc(N2CCOCC2)cc1	-8	0.3	0.2	4	102	-5	-2	1	0.7	13
COc1ccc(NC(=S)N(Cc2ccccn2)Cc2ccccc2Cl)cc1	6	-1.5	0.1	-1	99	10	1	1	0.7	-3
COc1ccc(C(=O)Nc2ccc(C(=O)c3ccccc3)cc2)cc1	-5	0.8	1.1	9	97	-12	0	-3	-0.3	-1

Retrieved by compound from the list above (three):
SMILES	ABHD5-PLIN5 inh	MC4R barr agon	aDG glyco up	Granule exo inh	ABCB6 inh 2	Cardio protect	m5-HT2A agonist	Glyco luc inh	hiPSC survival	MC4R antag cAMP
CCCN(C(=O)CSCc1ccccc1C)c1c(N)n(Cc2ccccc2)c(=O)[nH]c1=O	14	-0.4	0.0	0	102	11	9	-2	-0.4	6
COc1ccc(C(=O)Nc2ccc(C(=O)c3ccccc3)cc2)cc1	-5	0.8	1.1	9	97	-12	0	-3	-0.3	-1
O=C(CN(C(=O)CNC(=O)c1cccs1)c1cccc(F)c1)NC1CCCC1	-1	-1.3	0.0	-8	95	-4	7	2	-0.6	5

The list continues:
SMILES	ABHD5-PLIN5 inh	MC4R barr agon	aDG glyco up	Granule exo inh	ABCB6 inh 2	Cardio protect	m5-HT2A agonist	Glyco luc inh	hiPSC survival	MC4R antag cAMP
FC(F)(F)C1=Nc2cccc3cccc(c23)N1	-3	-2.0	-0.4	-2	104	-3	-2	0	-0.5	3
CSc1nnc(C)c(/C=C/NOCc2cccc(F)c2)n1	-6	-1.1	0.4	-2	100	-3	-3	3	-2.9	17
CSc1cccc(NC(=O)CCCOc2cc(=O)n(C)c3ccccc23)c1	-3	0.2	-0.1	-3	99	7	-5	u	2.9	-11
Cc1cc(-c2nc3cc(F)ccc3s2)ccc1N	5	1.4	0.1	4	94	-18	3	-17	-3.2	17
Cc1csc(NC(=O)CSc2nnc(-c3ccoc3C)n2CCc2ccccc2)n1	-3	-1.1	-0.2	-1	100	0	-4	-2	-1.6	0
CCOc1ccc(N2CC(C(=O)N3CC(C)OC(C)C3)CC2=O)cc1 (stereo not drawn)	-2	-0.2	-0.2	25	88	-2	-5	2	0.3	3
CCOC(=O)C1CCN(C(=S)Nc2ccc(Cl)cc2C)CC1	0	-1.7	-0.3	-1	93	-4	1	2	3.5	23
CC(NC(=O)Cc1ccc(NS(=O)(=O)c2cccc(C(F)(F)F)c2)cc1)c1ccccn1 (stereo not drawn)	-4	0.1	0.1	18	96	-7	0	-1	-0.7	-2
CCOC(=O)c1ccc(NC(=O)c2nc[nH]c2C(=O)N[C@@H](Cc2ccccc2)C(=O)OC(C)(C)C)cc1	6	-0.4	0.4	-6	98	0	0	-6	5.9	5
CC(=O)NC(Cc1c[nH]c2ccccc12)C(=O)NCc1ccc2c(c1)OCO2 (stereo not drawn)	15	0.0	0.5	-2	94	-10	1	3	-1.2	8
O=C(COC(=O)Cc1ccccc1F)Nc1cccc(S(=O)(=O)NC2=NCCCCC2)c1	3	0.7	-0.4	-2	88	9	-1	-1	1.0	10
CCOC(=O)NC(NCc1ccccc1)(C(F)(F)F)C(F)(F)F	-3	-0.1	0.1	1	102	1	3	-1	-0.2	8
Cc1nc(/N=C\N(C)C)sc1C(=O)Nc1ccccc1	3	1.9	0.3	-3	99	-2	2	1	-1.1	9
COc1ccc(Oc2nc(C)nc3c2oc2ccccc23)cc1	-6	0.1	-0.1	2	91	0	9	-3	-1.1	-1
COc1ccc(-c2cccc(NC(=O)COc3ccc(Cl)cc3)c2)nn1	-3	-0.1	0.3	0	93	-2	-3	3	-0.6	3
CC(C)(C)CN1C(N)=NC[C@H]1Cc1ccc(O)cc1	-5	-0.6	-0.3	-4	95	4	-1	2	-1.3	-3
Cc1ccc(C(=O)N2CCN(C(=O)c3ccco3)CC2)cc1NC(=O)c1ccco1	-1	0.8	-0.1	1	102	3	12	-3	-0.3	7
CCOc1ccccc1CN1CCNC(=O)C1CC(=O)N(C)Cc1cnccn1 (stereo not drawn)	-4	-1.8	0.1	1	92	-1	1	0	-0.4	1
COc1ccc2nc(C)cc(SCC(=O)N/N=C/c3ccco3)c2c1	-13	2.1	0.2	18	100	-3	-4	-3	1.7	6
